Pemphigus Ab inh = inhibitors of pemphigus antibody binding to human desmoglein-3; DSG3-coupled beads, scFv-anti-DSG3-GFP binding, flow cytometry; hits give low values; 310,000 compounds, 0.48% hits; P32926; binding (percent of control), % at 10 µM;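 active means binding more than 3 SD below its plate's average and above zero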;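 further: hits lower antibody fragment binding to DSG3; some compounds called inactive have numbers as strong as hits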
PKA-R2B activ = activators of human PKA-R2B complex | 340,000 compounds, 0.079% hits | AID 504700 | P22694+P31323 | activation, % at 11.4 µM | PKA-R2B holoenzyme dissociation, Cy5-IP20 fluorescence polarization; R2B truncated from residue 108, S112A mutant; 0% DMSO only, 100% 113 µM cGMP;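 active means activation above a cutoff set at the mean over all compounds plus 3 SD, cut at about 18% in these data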;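 further: higher means more holoenzyme dissociation and a rise in polarization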
HTR5A inv ctr = HTR5A inverse agonism, opioid heterodimer counter-screen. HTR5A cell line, luminescence. P47898. AID 504634. inhibition, % at 9.3 µM. 340,000 compounds, 0.083% hits; in the data active means inhibition mostly above about 23%, no sharp cut-off; inactive means mostly below about 18%;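 further: 0% = cells with DMSO and 100% = no-cell wells with DMSO; some compounds called inactive have numbers as strong as hits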
DAGLB inhibitor = blocks human DAGLB lipase activity | HEK293T DAGLB membrane lysate, EnzChek fluorogenic substrate | inhibition, % at 5.17 µM | 340,000 compounds, 0.059% hits | AID 504411; in the data active means inhibition above about 34%;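 further: 0% = enzyme with vehicle and 100% = wells lacking enzyme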
Arrestin-AP2 inh = blocks beta-arrestin peptide binding to AP2 adaptin; FITC-arrestin peptide / GST-AP2 beads, flow cytometry; AP2 beta2 appendage carries R879A mutation; inhibition, % at 10 µM; 340,000 compounds, 0.31% hits;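 active means inhibition above a set limit, near 3 SD of compounds lacking own fluorescence, cut at about 54% in these data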;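 further: plate controls were DMSO wells for no effect and 5 µM unlabelled arrestin peptide for full effect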
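System: GST-AP2 R879A bound to glutathione beads, E. coli-expressed. Also added: 50 nM FITC-arrestin peptide. Schedule: compound with beads 12 min RT, then probe 1 h RT. Signal: bead flow cytometry, FITC channel. Read-out basis: percent response.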
PKA-R1A activ = activators of PKA-R1A complex; 340,000 compounds, 0.083% hits; PKA-R1A dissociation, Cy5-IP20 fluorescence polarization; scaled: DMSO 0%, 113 µM cGMP 100%; P00514+P68181; AID 504707; activation, % at 11.4 µM;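 active means percent activation above the mean of all tested compounds plus 3 SD, cut at about 19% in these data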;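 further: higher means more PKAc released from R1A so a rise in polarization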
MOR-DOR ag = agonists of human mu-delta opioid receptor heterodimerization; P35372+P41143; cells, OPRM1-OPRD1 heterodimerization, luminescence; AID 504326; activation, % at 9.3 µM; 340,000 compounds, 0.3% hits; in the data active means activation above about 18%;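 further: 0% = vehicle-treated cells and 100% = reference agonist; values of inactives mirror those of a sister screen read the other way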
Target sequence (P35372 whole entry, looked up): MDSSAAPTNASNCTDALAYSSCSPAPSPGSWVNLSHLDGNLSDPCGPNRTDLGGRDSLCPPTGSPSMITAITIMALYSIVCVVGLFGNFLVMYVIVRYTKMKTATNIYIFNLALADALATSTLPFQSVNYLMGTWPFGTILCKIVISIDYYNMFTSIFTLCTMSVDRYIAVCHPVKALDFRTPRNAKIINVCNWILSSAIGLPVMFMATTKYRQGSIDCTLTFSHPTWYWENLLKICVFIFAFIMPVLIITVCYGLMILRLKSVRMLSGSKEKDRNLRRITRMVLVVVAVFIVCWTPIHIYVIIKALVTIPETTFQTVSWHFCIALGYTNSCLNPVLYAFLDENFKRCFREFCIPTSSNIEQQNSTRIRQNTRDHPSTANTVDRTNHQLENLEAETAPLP
Target sequence (P41143 whole entry, looked up): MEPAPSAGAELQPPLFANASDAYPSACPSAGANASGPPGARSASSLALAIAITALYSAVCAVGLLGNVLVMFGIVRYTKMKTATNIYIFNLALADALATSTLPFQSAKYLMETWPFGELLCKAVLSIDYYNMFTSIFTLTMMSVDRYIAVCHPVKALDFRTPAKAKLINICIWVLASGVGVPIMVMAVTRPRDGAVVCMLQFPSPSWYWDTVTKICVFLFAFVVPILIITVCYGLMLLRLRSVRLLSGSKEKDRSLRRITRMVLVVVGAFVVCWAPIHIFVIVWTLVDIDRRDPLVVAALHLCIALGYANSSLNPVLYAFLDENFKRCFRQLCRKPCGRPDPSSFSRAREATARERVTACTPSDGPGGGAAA
V-ATPase pHluor = regulators of yeast V-ATPase proton transport | 350,000 compounds, 0.37% hits | response, % at 10 µM | S. cerevisiae, pHLuorin cytosolic pH fluorescence | AID 504577; in the data active means response mostly above about 7.3%, no sharp cut-off; inactive means mostly below about 5.4%; further: actives read high; inactives centre near 0; some compounds called inactive have numbers as strong as hits; reference of the scale not given here
MOR-DOR inv ag = inverse agonist of human OPRM1-OPRD1 heterodimerization; P35372+P41143; cell-based MOR-DOR heterodimer luminescence, inverse agonism; inhibition, % at 9.3 µM; 340,000 compounds, 0.21% hits; in the data active means inhibition above about 22%, passing the limit was not always enough;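 further: 0% = cells with DMSO and 100% = wells without cells with DMSO; values of inactives mirror those of a sister screen read the other way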
HTR5A ag = counter-screen for OPRM1-OPRD1 agonists: human HTR5A agonism; P47898; HTR5A agonist assay, luminescence, cell-based; activation, % at 9.3 µM; 340,000 compounds, 0.61% hits; AID 504692; in the data active means activation mostly above about 9.5%, no sharp cut-off; inactive means mostly below about 7.6%;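 further: 0% = cells with vehicle only and 100% = reference agonist; strong numbers were not always called active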
Active calls of the source: *; · = not tested or not shown.

Value order: Pemphigus Ab inh	PKA-R2B activ	HTR5A inv ctr	DAGLB inhibitor	Arrestin-AP2 inh	PKA-R1A activ	MOR-DOR ag	V-ATPase pHluor	MOR-DOR inv ag	HTR5A ag
- CCN(CC(=O)Nc1c(F)cccc1F)C(=O)C1CC(=O)N(c2ccc3c(c2)OCCO3)C1 (configuration not stated)
 : 97	6	6	0	-5	5	-1.6	0	10	2
- CC(Nc1nc(-c2cccc(Br)c2)cs1)c1nc2cc(Cl)c(N3CCCCC3)cc2n1CCOCCO (configuration not stated)
 : 101	-13	-8	1	7	-8	-0.7	3	4	1
- CC(=O)Nc1ccc(NC(=O)C(C)NC(C)c2cccc3ccccc23)cc1 (configuration not stated)
 : 96	-3	-17	-4	10	-3	-0.7	-5	4	0
- Cc1ccc(C(=O)N/N=C\c2ccc(-c3ccc(Cl)c(Cl)c3)o2)cn1
 : 105	5	7	3	13	0	-0.4	2	2	1
- COc1ccc(CN2C(=O)C(CC(=O)NCc3ccco3)CC(C(=O)N3CCOCC3)=C2C)cc1 (configuration not stated)
 : 98	-6	·	2	·	-6	·	0	·	·
- COc1ccc(C(=O)N2CCCC(c3nc(-c4cccs4)no3)C2)cc1 (configuration not stated)
 : 104	-2	10	-4	-9	-4	0.0	1	0	1
- O=C(CCCn1c(=S)[nH]c2ccccc2c1=O)NC1CCCCC1
 : ·	-10	-15	0	-2	-5	-0.1	1	0	5
- CNc1nc(NC)nc(NNC(=O)c2ccccc2)n1
 : 92	-5	2	3	-5	5	-2.3	-3	12	-1
- Cc1cc(C)c(C#N)c(SCC(=O)Nc2ccc(S(=O)(=O)Nc3onc(C)c3C)cc2)n1
 : 109	-5	-5	0	10	-8	-4.1	2	21	2
- CCOC(=O)Cn1cnc2c(nnn2-c2ccc(OC)cc2)c1=O
 : 97	2	17	0	0	-4	-2.0	5	11	-5
- COC(=O)c1c(NC(=O)c2ccco2)sc2c1CCC2
 : ·	-5	-11	-10	-3	-14	-0.1	-1	1	4
- O=C(CCN1C(=O)COc2ccccc21)NCCC1=CCCCC1
 : 103	-5	-22	0	20	-8	-0.2	1	1	10
- O=C(CSC1=NS(=O)(=O)c2ccccc2N1)Nc1nccs1
 : 107	4	-12	1	-1	-6	-0.8	3	5	4
- O=C(Nc1ccc2c(c1)C(N1CCOCC1)c1ccccc1-2)C(F)(F)F (configuration not stated)
 : 97	7	22	-3	-3	11	1.2	3	-6	-6
- Cc1onc(-c2ccccc2Cl)c1C(=O)O/N=C(\N)c1ccc([N+](=O)[O-])o1
 : ·	-5	-12	-3	2	-12	10	-3	-52	10
- CC(Oc1ccc2ccc(=O)oc2c1)C(=O)NCC1CCC(C(=O)O)CC1 (configuration not stated)
 : 105	-13	0	0	9	-6	-2.1	1	10	3
- CCN(CC)CC(=O)N1N=C(c2cccs2)CC1c1ccco1 (configuration not stated)
 : 106	-6	9	0	13	-11	-0.3	-1	1	-2
- C/C(CC1CC(C)OC1=O)=N\NC(N)=S (configuration not stated)
 : 101	1	-5	-1	9	9	0.2	1	-1	1
- COc1ccc(-n2nc([N+](=O)[O-])c(=NCCc3ccc(C)cc3)n2O)cc1
 : 104	0	11	4	0	-5	2.3	1	-11	3
- CCOC(=O)c1oc2ccccc2c1NC(=O)c1ccc(S(=O)(=O)N(C)C)cc1
 : ·	7	-12	-6	-6	10	0.5	-1	-3	-1
- CC(NC(=O)CCc1nnc(-c2ccc(-c3ccccc3)cc2)o1)c1nccs1 (configuration not stated)
 : 99	9	-6	1	-5	6	-1.1	-3	5	2
- Cc1ccc(NS(=O)(=O)c2ccc(C(=O)NCc3ccc(S(N)(=O)=O)cc3)cc2)cc1
 : 92	1	-4	1	-3	0	-0.9	-4	5	1
- COc1ccc(CCNC(=O)c2cc(=O)c3cc(C)ccc3o2)cc1
 : ·	-2	3	-2	1	-8	-1.5	-2	12	-1
- CN(C)S(=O)(=O)c1cccc(NC(=O)COC(=O)c2cccnc2Cl)c1
 : 120	1	0	0	-7	10	-1.6	1	8	0
- Cn1c(N)c(C(=O)CSc2nnc(Cc3cccs3)n2C2CC2)c(=O)n(C)c1=O
 : 114	-3	14	4	16	0	-2.0	-1	8	4
- O=S(=O)(NNc1cccc(Cl)n1)c1ccc(Cl)cc1
 : 109	-4	14	-2	-6	-3	-20	-2	80*	-6
- O=[N+]([O-])c1ccc(COc2ccc(CN3CCCC3)cc2)cc1
 : 104	4	6	-1	-9	-17	0.5	0	-2	-2
- COc1ccc(-c2cc(C(=O)OCc3ccccn3)c3ccccc3n2)cc1
 : 103	-4	-21	-8	22	0	1.5	-5	-13	3
- COc1ccc(NC(=O)C2CCCN2C(=O)NCc2ccccc2)c(OC)c1 (configuration not stated)
 : 96	-14	16	-2	2	3	-3.2	-5	18	1
- CCn1c(-c2ccccc2)csc1=Nc1ccc(O)cc1
 : 88	-2	8	-25	23	2	5.4	3	-27	2
- CN(CC(=O)NC1CCN(Cc2ccccc2)CC1)S(=O)(=O)c1ccc(Cl)cc1
 : 102	3	-15	1	14	0	-0.1	-5	0	-2
- Cc1ccc(CNC(=O)COC(=O)c2nc(-c3ccccc3)oc2C)cc1
 : ·	4	-3	-5	19	7	3.2	5	-13	1
- Cc1ccc(N2CC(O)Cn3c2nc2c3c(=O)n(C)c(=O)n2C)cc1 (configuration not stated)
 : 101	5	12	-10	-5	4	-0.7	-5	3	-3
- CC(C)NC(=O)N(C)C[C@H]1Oc2ccc(NS(=O)(=O)c3ccc(F)cc3)cc2C(=O)N([C@H](C)CO)C[C@@H]1C
 : 105	-8	-20	2	2	-6	-2.5	1	14	1
- CCOC(=O)c1cc(=O)n2c(nc3ccccc32)[nH]1
 : 102	-3	1	-1	-7	-15	-2.6	-1	15	6
- Cc1c(Cl)cnc(NC(=O)COC(=O)c2ccncc2)c1Cl
 : 110	-10	4	3	-6	8	-1.6	6	6	-2
- Cc1ccc(C(C(=O)NC2CCCCC2)N(CC2CCCO2)C(=O)CCCC(=O)Nc2ccccn2)cc1 (configuration not stated)
 : ·	1	-25	1	-2	10	-0.3	6	2	0
- CN1c2ccccc2-c2ccccc2S1(=O)=O
 : 104	-8	-7	-4	-5	2	-2.2	-3	12	1
- CCN(CC)C1Oc2cc3c(cc2C(c2cc(OC)c(O)c(OC)c2)C1C)OCO3 (configuration not stated)
 : 91	0	4	-3	8	2	1.1	3	-5	-1
- Nc1c(Cl)cc2c(c1Oc1ccccc1)C(=O)c1ccccc1C2=O
 : 99	-8	-55	17	24	-3	7.8	4	-46	4
- Cn1cccc1C(=O)NCC(c1ccc(F)cc1)N1CCOCC1 (configuration not stated)
 : ·	-5	-19	-1	6	-2	-1.7	-1	9	-6
- COC(=O)CSc1nc(C)c(C(C)=O)cc1C#N
 : 90	9	11	3	-1	3	-2.7	3	13	-4
- CN(C)C(=C(C#N)C#N)N1CCN(c2ccc(Cl)c(Cl)c2)CC1
 : 89	-12	5	3	3	-11	-0.5	3	3	7
- Cc1cc(Cl)c(S(=O)(=O)NCc2ccccc2)cc1OCC(N)=O
 : 108	-3	12	0	2	-4	-1.7	-2	9	-2
- CC1Cc2cc(/C(O)=C3/C(=O)C(=O)N(CCCn4ccnc4)C3c3ccncc3)ccc2O1 (configuration not stated)
 : 99	-1	-8	-2	8	-8	-2.0	2	10	1
- O=C1N(CC(=O)N2CCc3ccccc32)CCN1Cc1ccc(Cl)cc1
 : 112	6	-20	-1	-2	-2	0.1	7	0	7
- Cn1cc(Br)c(C(=O)NC(=S)Nc2ccc(S(N)(=O)=O)cc2)n1
 : 105	-2	16	3	42	-10	-1.7	5	10	-6
- Cc1ccc(S(=O)(=O)N(CC(=O)NCC2CCCO2)c2cccc([N+](=O)[O-])c2)cc1 (configuration not stated)
 : 91	6	9	-2	5	5	-1.5	2	8	-1
- COc1ccc(NC(=S)Nc2ccc(S(N)(=O)=O)cc2)c(OC)c1
 : 101	2	2	2	-15	-6	-2.5	1	14	-1
- COc1ccc(-c2csc(NC(=O)CC(C)C)n2)cc1
 : 99	-10	-4	0	1	1	3.5	2	-17	-2
- COc1cccc(OCc2cc(/C=N/n3cncn3)ccc2OC)c1
 : 105	-11	-11	-3	-1	0	0.6	-3	-3	8
- C=CCn1c(=N)c(S(=O)(=O)c2ccc(C)c(C)c2)cc2c(=O)n3ccccc3nc21
 : 104	-5	2	-7	6	8	-1.6	0	8	-3
- Clc1ccc(C2[C@H]3CN(Cc4cccnc4)[C@H](c4ccccc4)C34CC2(c2cccnc2)C4)cn1 (some centres not stated)
 : 112	-13	-13	-1	·	-6	54*	0	-311	-5
- O=C1C=C(Nc2cccc(Cl)c2)CC(c2ccco2)C1 (configuration not stated)
 : 104	-6	-15	2	-3	-10	-2.7	-3	15	2
- CN(C(=O)CCn1c(=S)oc2ccccc21)C1CCCCC1
 : 87	9	-31	-3	11	8	-2.0	5	10	0
- O=C(Oc1cccc(C(=S)N2CCOCC2)c1)c1cccc(Cl)c1
 : 109	6	-1	-10	26	-9	-2.6	0	9	1
- COC(=O)c1ccc(NC(=O)COc2ccc3c(c2)OCO3)cc1
 : 94	-12	-43	-6	11	-7	1.6	2	-13	-2
- O=C(CC(Nc1ccc(F)cc1)C(=O)O)c1ccccc1 (configuration not stated)
 : 102	-5	-7	-1	-7	0	-0.6	0	3	1
- Cc1cc(=O)n2nc(N3CCC(C(=O)NCc4ccco4)CC3)sc2n1
 : ·	2	5	0	31	-4	-1.6	0	8	0
- O=C(O)CCC(=O)Nc1sc2c(c1C(=O)NCc1ccccc1)CCCC2
 : 135	5	-4	1	-12	10	0.4	4	-2	1

Next section
Value order: Pemphigus Ab inh	PKA-R2B activ	HTR5A inv ctr	DAGLB inhibitor	Arrestin-AP2 inh	PKA-R1A activ	MOR-DOR ag	V-ATPase pHluor	MOR-DOR inv ag	HTR5A ag
- CC(C)Cn1c(SCC(=O)N2CCc3ccccc3C2)nc2cc(Cl)ccc2c1=O
 : 102	0	3	-5	4	3	-1.2	-1	7	-1
- CC(C)(C)c1ccc(C(=O)c2c[nH]c(C(=O)O)c2)cc1
 : 96	-6	3	2	15	-13	-1.8	-2	10	-1
- Clc1ccc2c(NCc3ccco3)ncnc2c1
 : 104	0	17	-1	26	14	-0.2	0	1	-6
- CCOc1ccccc1C(=O)Nc1ccc2nc3n(c(=O)c2c1)CCCCC3
 : ·	10	-5	-1	10	2	1.2	-3	-6	-3
- O=C(CC1C[C@H](C(=O)N2CCOCC2)[C@@]2(CCC3CCCC3)c3[nH]c4ccccc4c3CCN2C1=O)NCCC1=CCCCC1 (some centres not stated)
 : 97	-3	7	-1	-13	-15	-3.1	5	14	-2
- N/C(=N\OC(=O)c1ccc(Cl)c(Cl)c1)c1cccc(CSc2ccccn2)c1
 : 118	1	-1	-2	-10	-7	0.1	-2	-1	4
- CC(C)NC(=S)N1CCC(Cc2ccccc2)CC1
 : 93	-9	4	-1	-2	10	-2.5	1	12	-1

Assay outcomes deposited in PubChem BioAssay by several laboratories.

An unsorted share of the library; 2.4% or so of the library scored in one or more.
